NCI-60 one-dose screen, 48 h, at 10 µM unless noted. Numbers give growth in % (100 = growth as untreated, 0 = no growth, -100 = all killed).
HT29 – HT29 colon cancer. 81,000 tested, 7.4% active. AID 1794748
HCT-116 – HCT-116 colon cancer; AID 1794798; 82,000 tested, 7.3% active
SNB-19 – SNB-19 CNS cancer cells; 81,000 tested, 2.5% active; AID 1794751
HCT-15 – HCT-15 colon cancer | 82,000 tested, 5.2% active | AID 1794746
SNB-75 – SNB-75 CNS cancer. 79,000 tested, 5% active. AID 1794750
HCC-2998 – HCC-2998 colon cancer; 79,000 tested, 4.7% active
KM12 – KM12 colon cancer cells | 82,000 tested, 5% active | AID 1794800
SF-268 – SF-268 CNS cancer cells | 82,000 tested, 3.1% active
SW-620 – SW-620 colon cancer; AID 1794795; 82,000 tested, 5.2% active
Numbers without * were called inactive; / = not tested or not shown; [ ] = remark or other dose. How the source made its calls: active means growth percent below 10; inactive means the rest.

compound	HT29	HCT-116	SNB-19	HCT-15	SNB-75	HCC-2998	KM12	SF-268	SW-620
O=C(N[C@H]1C(O)[C@H](O)C(CO)O[C@H]1O)NS(=O)(=O)c1ccc(Cl)cc1Cl (stereo partly drawn)	113	99	102	101	89	115	102	98	111
Cc1nn2c(/C=C3/C(=O)Nc4cc(Cl)ccc43)c(-c3ccccc3)nc2s1	37	-79*	54	38	-20*	120	79	50	-27*
O=C(Oc1ccc(Cl)cc1[N+](=O)[O-])Oc1ccc(Cl)cc1[N+](=O)[O-]	107	113	115	106	108	108	106	105	109
O=C(NNc1nccc(Nc2ccc(S(=O)(=O)Nc3ccncc3)cc2)n1)c1cccs1	109	97	106	101	92	104	96	89	93
Fc1ccc(C2CC(c3ccccc3Cl)=NN2c2ccc(-c3ccccc3)nn2)cc1 (stereo not drawn)	69	58	84	81	76	99	78	74	86
CSc1nc2nc3c(nc2c(=O)n1C)C(=O)c1ccccc1-3	106	102	98	89	82	101	107	108	104
CSc1nc2nc(C)[nH]c(=O)c2[nH]1	83	91	100	104	101	103	108	106	102
CS(=O)(=O)c1ccc(-c2nn(-c3ccc(F)cc3)cc2/C=N/NC(=O)c2ccncc2)cc1	106	109	96	98	95	103	94	103	105
C=CCN1C(=O)c2cccc3c(Nc4ccc(Br)cn4)ccc(c23)C1=O	103	77	100	95	75	107	97	87	108
COC(=O)c1c(O)cc(O)c(CC=C(C)C)c1O	101	99	83	96	87	111	103	94	107
O=C1NC(=Nc2ccc(Cl)cc2)S/C1=C\c1cccs1	113	95	85	64	100	95	81	97	86
CC1(C)OC2[C@@H](CNC(=O)NC(=O)NC(=O)CI)O[C@@H](n3cnc4c(NC(=O)Nc5ccccc5)ncnc43)[C@H]2O1 (stereo partly drawn)	9.3*	51	95	17	80	94	84	73	-42*
CCCC(=O)Oc1ccc(CC)cc1	108	101	109	99	89	102	102	97	111
O=C(O)c1cn(C2CC2)c2cc(N3CCN(C(=O)C[n+]4cccc5ccccc54)CC3)c(F)cc2c1=O	79	24	84	55	75	106	92	68	-17*
O=C(C(Br)C(Br)c1ccccc1)C(Br)C(Br)c1ccccc1 (stereo not drawn)	-76*	-99*	73	-66*	60	-8.6*	-63*	-1.8*	-71*
O=c1c2ccccc2ncn1-c1ccc(Cl)cc1Cl	/	96	97	94	101	96	103	102	105
Nc1cc(N)nc(SCC(=O)N2CCN(c3cc4c(cc3F)c(=O)c(C(=O)O)cn4C3CC3)CC2)n1	104	97	93	97	97	103	109	101	108
Nc1nc2c(s1)CCCc1ccn(S(=O)(=O)c3ccccc3)c1-2	94	96	96	100	105	101	109	97	101
COc1ccc(CC(=O)N2CCN(C(=O)Nc3ccc(S(N)(=O)=O)cc3)CC2)cc1	102	99	/	100	90	115	97	101	100
O=S(=O)(C/C(=N/O)c1ccc(Cl)cc1)c1ccccc1	103	94	93	104	77	109	104	106	109
COc1ccc(N2CCN(C(=O)CCSc3nc4sc5c(c4c(=O)n3Cc3ccccc3)CCCC5)CC2)cc1	101	81	91	88	85	96	83	80	78
O=C1NC(=O)/C(=C/c2c(-c3ccccc3)nc3sc(COc4ccccc4)nn23)S1	117	89	96	97	108	107	100	106	105
N#Cc1c2c([nH]c(=O)c1C#N)/C(=C/c1cccnc1)CC2	109	93	106	97	99	93	99	97	93
O=C(CCCCCCNC(=O)c1cc(=O)c(O)co1)Nc1ccccc1	111	100	107	97	92	102	109	95	99
CCCCCCCn1cc2c(NCCc3cccc(Br)c3)ncnc2n1	120	85	82	84	87	118	93	86	86

An excerpt of the results above, as a working copy:
compound	HT29	HCT-116	SNB-19	HCT-15	SNB-75	HCC-2998	KM12	SF-268	SW-620
CSc1nc2nc3c(nc2c(=O)n1C)C(=O)c1ccccc1-3	106	102	98	89	82	101	107	108	104
CSc1nc2nc(C)[nH]c(=O)c2[nH]1	83	91	100	104	101	103	108	106	102
CS(=O)(=O)c1ccc(-c2nn(-c3ccc(F)cc3)cc2/C=N/NC(=O)c2ccncc2)cc1	106	109	96	98	95	103	94	103	105
C=CCN1C(=O)c2cccc3c(Nc4ccc(Br)cn4)ccc(c23)C1=O	103	77	100	95	75	107	97	87	108
COC(=O)c1c(O)cc(O)c(CC=C(C)C)c1O	101	99	83	96	87	111	103	94	107

Further structures:
compound	HT29	HCT-116	SNB-19	HCT-15	SNB-75	HCC-2998	KM12	SF-268	SW-620
O=C1CC(=Nc2ccc([N+](=O)[O-])cc2)NN1c1c(Cl)cc(Cl)cc1Cl	100	97	98	100	95	103	105	/	102
O=C1NC(=S)NC(=O)C1Nc1ccc(Cl)cc1	112	71	96	43	75	89	48	74	74
O=C1/C(=C\C=C\c2ccccc2)CCC/C1=C/C=C/c1ccccc1	108	97	103	115	129	103	111	110	106
CC(C)(C)c1cc(-c2nc3ccc(N4CCN(S(C)(=O)=O)CC4)cc3[nH]2)cc(C(C)(C)C)c1O	81	82	104	69	74	103	28	93	97
CC(=O)O[C@@H]1C[C@]2(C)[C@@H](C(C)=O)CC[C@H]2[C@@H]2CCC3=CC(=O)CC[C@]3(C)[C@H]21	106	93	108	101	81	103	110	99	104
NCCNc1nc2ccccc2c2c(=O)c3cc(F)cc(F)c3sc12	94	90	97	106	87	107	95	88	95
CC(C)(C)c1ccc(O)c(CO)c1	88	94	100	104	90	112	100	90	111
O=C(COc1cccc(/C=C2\Oc3ccc4ccccc4c3C2=O)c1)c1ccc([N+](=O)[O-])cc1	96	58	100	89	81	108	88	86	80
COC(=O)[C@]1(C)CCC[C@]2(C)[C@H]3C[C@H]4C(C(C)C)=C[C@]3(CC[C@H]21)[C@@H]1C(=O)C(CCC#N)(CCC#N)C[C@H](OCCC#N)[C@@H]14	65	81	87	83	89	94	79	73	86
COc1ccc(-c2nc(SCc3nnc(-c4ccc(Cl)cc4)o3)[nH]c(=O)c2C#N)cc1	101	99	103	98	99	94	105	111	107
O=C(CNCc1cc(=O)oc2ccc3ccccc3c12)N1CCOCC1	82	93	100	109	98	109	99	102	104
Cc1ccc(S(=O)(=O)OCCO)cc1	110	101	111	109	101	100	102	/	106
O=C(O)c1cc(-c2ccccc2)ccc1O	106	100	106	97	94	104	105	102	111
O=C1CCSc2ccc(Cl)cc21	103	107	115	98	95	108	101	102	102
Cc1cc(C)n(C(=O)COc2ccc3c(C)c(Cc4ccccc4)c(=O)oc3c2C)n1	105	103	95	109	101	109	105	100	104
CCCCCCCC[C@H]1C=CC(=O)N1CCCCCCC(=O)OC	111	99	94	106	87	107	108	103	106
CCOC(=O)C(CCc1ccccc1[N+](=O)[O-])(CCc1ccccc1[N+](=O)[O-])C(=O)OCC	83	72	94	82	69	97	78	85	78
CCCCCCCCCCCCCCCc1ccc(N)c(OC2OC(COC(C)=O)C(OC(C)=O)C(OC(C)=O)C2OC(C)=O)c1 (stereo not drawn)	107	91	102	102	98	103	102	95	99
CCOC(=O)c1c(NCC(=O)Nc2ccc(Br)cc2)sc2c1CCCC2	26	8.0*	57	-14*	46	68	70	58	9.0*
CCOc1ccccc1OCC	118	117	97	112	117	112	110	108	110
CC(C)(C)Nc1nc2c(OCCc3ccccc3)cccn2c1-c1cccc(Oc2ccccc2)c1	6.4*	4.1*	24	6.6*	43	21	14	32	24
CN1CCN(c2ccc(NCc3cn(-c4ccc(C(F)(F)F)cc4)nc3-c3ccc(C(=O)O)cc3)cc2C(F)(F)F)CC1	94	71	93	68	77	112	95	84	104
CC#C[C@]1(O)CC[C@H]2[C@@H]3CCC4=CC(=O)CCC4=C3[C@@H](c3ccc4c(c3)OCO4)C[C@@]21C	102	78	76	69	59	94	86	71	85
COC(=O)c1ccccc1Cl	111	100	108	100	97	105	101	99	103
Brc1cccc(-c2cn3c(ccc4ccccc43)n2)c1	91	90	103	75	86	95	71	94	77

Results in HCT-15, SNB-19 and SF-268 (2 entries from above):
| smiles | HCT-15 | SNB-19 | SF-268 |
| --- | --- | --- | --- |
| O=C(COc1cccc(/C=C2\Oc3ccc4ccccc4c3C2=O)c1)c1ccc([N+](=O)[O-])cc1 | 89 | 100 | 86 |
| COC(=O)[C@]1(C)CCC[C@]2(C)[C@H]3C[C@H]4C(C(C)C)=C[C@]3(CC[C@H]21)[C@@H]1C(=O)C(CCC#N)(CCC#N)C[C@H](OCCC#N)[C@@H]14 | 83 | 87 | 73 |

Next results.
compound	HT29	HCT-116	SNB-19	HCT-15	SNB-75	HCC-2998	KM12	SF-268	SW-620
CC(=O)OC[C@H]1O[C@@H](NS(=O)(=O)c2ccc(C)cc2)C(OC(C)=O)[C@@H](OC(C)=O)C1OC(C)=O (stereo partly drawn)	99	91	115	89	88	/	107	97	/
CC(=O)Nc1c(Cl)c(Cl)c2c(c1Cl)C(=O)c1cc(Cl)ccc1-2	118	101	108	83	78	103	97	/	103
CCOC(=O)c1ccc2n1CCCc1cnc(NC3CCCCC3)nc1-2	84	87	96	76	98	108	95	94	101
COc1ccc2[nH]cc(-c3nc(N)nnc3-c3cn(C)c4ncccc34)c2c1	36	27	64	44	14	80	17	76	39
COc1cc(/C(C#N)=C/c2ccc3c(c2OC)OCO3)cc2c1OCO2	0.1*	17	31	33	/	13	17	47	20
CNS(=O)(=O)c1ccc2ccccc2c1	102	104	104	99	96	110	104	96	102
C=CCn1c(SCC(=O)Nc2ccc(C(C)=O)cc2)nnc1-c1cc(-c2ccc(S(N)(=O)=O)cc2)nc2ccccc12	104	96	95	98	98	103	103	93	102
CCOC(=O)C(CCC(=O)OC)C(=O)OCC	99	92	101	104	90	/	104	105	106
O=S1(=O)N(Cc2ccccc2)[C@H](Cc2ccccc2)[C@H](O)[C@H](O)[C@@H](Cc2ccccc2)N1Cc1ccccc1	88[7.5 µM]	61[7.5 µM]	90[7.5 µM]	73[7.5 µM]	71[7.5 µM]	98[7.5 µM]	88[7.5 µM]	94[7.5 µM]	91[7.5 µM]
COc1cccc(Sc2ccc([N+](=O)[O-])c3no[n+]([O-])c23)c1	30	-91*	83	/	32	55	92	63	-0.7*
COc1cc(-c2nnc(NC(=O)CN3CCN(c4cc5c(cc4F)c(=O)c(C(=O)O)cn5C4CC4)CC3)s2)cc(OC)c1OC	88	66	90	91	81	99	88	98	100
COc1cc(/C=C2\S/C(=N/Nc3nc(-c4ccc(Br)cc4)cs3)NC2=O)cc(OC)c1OC	96	33	37	49	66	77	42	57	78
Cc1[nH]n(C(N)=S)c(=O)c1N=Nc1ccc(O)c(C(=O)O)c1	100	98	103	101	74	120	92	98	99
CN(C)c1ccc(-c2ccc3[nH]c(=O)nc(-c4ccc(F)cc4)c3c2)cn1	11	22	36	33	11	84	32	46	30
O=C(NC1CCCCC1)c1ccc([N+](=O)[O-])cc1	103	100	97	109	83	/	117	105	104
O=C(Nc1ccc(Cl)cc1)Oc1ccc(Cl)cc1C(=O)c1ccccc1	104	101	94	93	107	105	97	111	88
O=S(=O)(O)C(O)CC=C(C(O)S(=O)(=O)O)C(O)S(=O)(=O)O (stereo not drawn)	85	94	98	104	110	112	102	94	99
CSc1ccc(NC(=O)c2ccc3nnn(/C(C#N)=C/c4ccccn4)c3c2)cc1	-89*	0.7*	-73*	-66*	63	-71*	-70*	-3.0*	/
Nc1nc(N)c2c(n1)NC1(C=C(O)c3ccccc31)C1=C(N2)c2ccccc2C1=O (stereo not drawn)	125	101	103	112	169	109	109	104	99
Cc1nc(-c2ccccc2O)ccc1C(=O)N=Nc1c(O)[nH]c2ccc(Br)cc12	112	99	101	70	94	123	98	97	96
CCOc1cccc(N(CC)CC)c1	99	106	100	101	83	120	104	110	103
O=C(Oc1ccc(-c2ccccc2)cc1)c1ccccc1C(=O)c1ccccc1	118	87	109	102	123	104	112	99	118
CCC(C)(C)c1ccc(N(CCCc2ccccc2)CCCc2ccccc2)cc1	90	90	113	105	101	107	111	118	110
Cc1c(C(=O)OCCN2CCN(C)CC2)cc(-c2ccc(Cl)cc2)n1-c1ccccc1	35	56	94	34	85	97	88	101	84
C[C@H]1CC[C@H]2C3=C1C(=O)O[C@@]31O[C@]3(C)C[C@@H](C[C@@H]2C)[C@]1(C)C3	108	107	101	104	84	105	112	104	110
O=C1/C(=C/c2cccc(F)c2)Cc2ccccc21	95	/	99	94	89	97	99	112	102
CCOC(=O)c1cc2c3c(ccc(NS(=O)(=O)c4ccccc4OC)c3n1)N(C)C2=O	53	85	83	74	28	85	70	87	73
COc1cc(Cl)cc(-c2nn(C(=O)NS(=O)(=O)c3ccc4ccccc4c3)cc2-c2ccncc2)c1	79	98	99	102	/	110	105	102	119
O=C(N/N=C1/C2CC3C(C2CO)[C@H]13)c1ccncc1 (stereo partly drawn)	78	98	106	111	106	109	103	100	102
N#Cc1ccc(C(F)(F)F)nc1N1CCC(C(=O)NCc2ccc3c(c2)OCO3)CC1	95	96	91	93	/	108	105	99	112
CCC(C)(O)Cc1ccc(Cl)cc1 (stereo not drawn)	103	98	102	103	88	109	101	106	99
COc1ccc(N2C(=O)c3cc(OC)c(OC)cc3NC2SCc2ccccc2)cc1 (stereo not drawn)	116	100	109	96	112	121	108	110	114
COc1ccccc1CCC(=O)N[C@@H]1CCCN(c2ccc(C(F)(F)F)cn2)C1	69	101	103	101	100	99	105	96	102
CCCCCCC1=C(P(=O)(O)OCC)N[C@H](C(=O)O)CS1	100	104	87	92	94	85	110	103	98
COc1ccc2oc(=O)cc(-c3c(C#N)c(N)n4nc(N)c(C#N)c4c3C#N)c2c1	91	108	112	102	116	97	99	90	98
CO/N=C(/CN1CCN(c2cc3c(cc2F)c(=O)c(C(=O)O)cn3C2CC2)CC1)c1ccc(C)cc1	91	103	108	99	81	100	103	99	104
